# Bioassay records (PubChem BioAssay)
# RAD52 anneal inh: RAD52 DNA annealing inhibitors, primary screen, biochemical, FRET, single point, set 2. DNA repair protein RAD52 homolog (Homo sapiens), P43351. recombinant RAD52 DNA annealing, FRET fluorescence. inhibition, % at 18.7 µM. 360,000 compounds, 0.46% hits;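 active = every replicate showing at least 50% inhibition; inconclusive = mean inhibition at least 50% but not in every replicate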
# Target sequence (P43351 whole entry, looked up): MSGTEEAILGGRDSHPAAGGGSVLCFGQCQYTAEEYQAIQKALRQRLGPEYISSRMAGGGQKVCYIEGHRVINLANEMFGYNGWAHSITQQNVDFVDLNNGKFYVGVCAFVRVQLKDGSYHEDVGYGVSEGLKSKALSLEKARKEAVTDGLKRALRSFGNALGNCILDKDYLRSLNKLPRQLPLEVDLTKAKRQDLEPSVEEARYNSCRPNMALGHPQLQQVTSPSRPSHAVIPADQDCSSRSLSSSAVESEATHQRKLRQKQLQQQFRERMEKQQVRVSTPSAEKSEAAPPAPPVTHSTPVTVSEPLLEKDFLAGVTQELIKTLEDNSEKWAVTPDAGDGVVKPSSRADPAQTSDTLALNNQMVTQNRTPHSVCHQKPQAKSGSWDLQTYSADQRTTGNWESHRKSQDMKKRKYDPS
# E-sel inducer: E-selectin induction in HUVECs, primary screen, imaging, HUVEC, immunofluorescence imaging, single point | P16581 | normalized: neutral wells 0, TNF-alpha wells 100 | activation, % at 7.58 µM | 260,000 compounds, 0.37% hits;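 active = mean E-selectin-positive cell signal at least 10% of the positive control, reached in at least 60% of replicates, without over 20% cell loss; inconclusive = no rule given, readout overlaps actives, possibly toxicity-flagged; inactive = the rest, including those meeting only one limit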;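 also: in these data hits start at about 27%; measured in HUVEC primary endothelial cells; signal is the percent of cells scored E-selectin positive by PE staining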
#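 assay system = HUVEC, human umbilical vein endothelial cells | input = 3,000 HUVEC seeded per well | medium = EGM-2 growth medium on 0.1% gelatin-coated wells | dosing = one compound dose added by pin transfer | signal = immunofluorescence imaging | read-out basis = % PE-positive cells | control set = TNF-alpha, DMSO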
# CASP6 VEID inh: human caspase-6 inhibitors, primary screen, biochemical, VEID-R110 fluorescence, single point, set 2 | AID 686996, 2013 | inhibition, % at 12.5 µM | 350,000 compounds, 0.53% hits | P55212 | purified caspase-6, Z-VEID-R110 cleavage fluorescence;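 active = mean inhibition across replicates at least about 35%, with every replicate also reaching that limit, limit read from the data; inconclusive = only one of the two criteria met; inactive = neither criterion met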;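 also: 0% = median of neutral control wells and 100% = no fluorescence left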
# Target sequence (P55212 24-179 limits assumed): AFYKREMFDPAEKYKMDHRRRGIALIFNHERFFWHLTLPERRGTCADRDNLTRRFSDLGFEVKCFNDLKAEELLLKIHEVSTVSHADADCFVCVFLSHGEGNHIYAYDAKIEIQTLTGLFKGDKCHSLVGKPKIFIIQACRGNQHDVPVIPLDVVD
# Target sequence (P55212 194-293 limits assumed): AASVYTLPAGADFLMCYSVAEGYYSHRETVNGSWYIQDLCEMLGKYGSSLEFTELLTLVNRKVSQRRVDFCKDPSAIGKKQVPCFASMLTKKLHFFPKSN
# RAD54 branch: inhibitors of human RAD54 branch migration, primary screen, biochemical, fluorescence, single point | DNA repair and recombination protein RAD54-like (Homo sapiens), Q92698 | inhibition, % at 10.4 µM | RAD54 Holliday junction branch migration, FAM/BHQ fluorescence | 360,000 compounds, 0.14% hits | AID 602329, 2012;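 active = mean normalized replicate activity at least 40 and at least half of replicates scoring 40 or more; inconclusive = only one of the two criteria met; inactive = mean below 40 and under half of replicates reaching 40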;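 also: 0% = median of neutral control wells and 100% = median of positive control wells; inhibitors cause a drop in the FAM fluorescence signal; in these data hits start at about 50%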
# CFTR F508del cor: F508del CFTR correction, initial screen, CFBE line, single point; CFBE cells, YFP halide quenching; stimulated with forskolin plus potentiator P3; % fluorescence drop versus neutral controls; activity (quench increase), % at 7.58 µM; 350,000 compounds, 0.36% hits;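 active = mean added fluorescence quench of at least 8% versus neutral control, with both replicates also reaching 8%; inconclusive = only one of the mean or replicate conditions met; inactive = mean below 8% and not both replicates reaching 8%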;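 also: cells transiently co-express mutant CFTR-F508del with the halide-sensitive YFP; corrector assay measuring rescue of mutant channel to the surface after 24 h compound exposure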
# XiGFP reactiv: activators of inactive X chromosome reactivation, primary screen, imaging, XiGFP fibroblasts, GFP high-content imaging, set 2; 360,000 compounds, 0.055% hits; AID 743238, 2013; activation, % at 7.58 µM; XiGFP mouse fibroblasts, % GFP-positive cells imaging, 3 d; cells co-treated with 5-aza-dC sensitizer; scaled so ellipticine positive control = 100%;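 active = mean normalized replicate activation at least 10% and every replicate at or above 10%; inconclusive = only one of the two criteria met; inactive = mean below 10% and not all replicates reach 10%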;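 also: 0% = median of on-plate neutral control wells and 100% = ellipticine 6 µM median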
#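 material = 68-5-11 XiGFP fibroblast line | medium = DMEM plus 5-aza-dC sensitizer | schedule = 3 days compound exposure | benchmarks = positive control ellipticine, 6 µM final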
# DENV2 CPE: inhibitors of DENV2 cytopathic effect, primary screen, cell-based, plate reader, single concentration | DENV2-infected cells, cytopathic effect rescue | CPE inhibition, % at 9.99 µM | 350,000 compounds, 1.7% hits; in the data active = CPE inhibition above about 20%, passing the limit was not always enough; inconclusive = no clear call, values can overlap the other calls; tested in BHK-21 cells;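 also: 0% = median of neutral control wells and 100% = median of positive control wells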
# GSIS activator: GLuc luminescence reporter in INS-1E cells, primary screen for activators of glucose-dependent secretion of insulin | INS-1E GLuc reporter insulin secretion, 2-3 h | activation, % at 16.6 µM | 370,000 compounds, 0.61% hits | AID 743287, 2014;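 active = lowest replicate activation of at least 40%, so every replicate reaches that level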;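 also: 0% = median of neutral control wells and 100% = median of IBMX positive control wells; some compounds called inactive have numbers as strong as hits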
# Active calls of the source: *; ? = inconclusive; . = no result given; & = joins results of further samples.
SMILES,RAD52 anneal inh,E-sel inducer,CASP6 VEID inh,RAD54 branch,CFTR F508del cor,XiGFP reactiv,DENV2 CPE,GSIS activator
CCO[C@@H]1OC(C(=O)Nc2ccccc2)=C[C@H](c2ccccc2)[C@H]1CCCO,-1&15,0.0,0&-1,-12,-0.4&-1.1,0.0,1&11,.
CCOC(=O)c1c(C)[nH]c(C)c1S(=O)(=O)N(C)CC(=O)Nc1cccc(F)c1,-4,.,4,5,-1.2,0.0,10,12
CCNC(=O)C[C@@H]1CC[C@@H]2[C@H](COC[C@@H](O)CN2C(=O)c2cc(Cl)cc(Cl)c2)O1,.,0.1,.,4,0.3,0.3,-9,5
CC(C)NC(=O)C1(C)Cc2c(-c3cccc(C(F)(F)F)c3)ccnc2O1 (configuration not stated),-2,0.4,3,4,0.2,-0.1,-7,8
C[C@@H]1CN([C@@H](C)CO)C(=O)Cc2cc(N(C)C)ccc2O[C@@H]1CN(C)Cc1ccc(C(=O)O)cc1,21,0.1,1,4,0.3,0.3,33*,2
COc1ccccc1C(O)c1ncc(-c2cccc(C(F)(F)F)c2)[nH]1 (configuration not stated),-14,0.2,3,2,-1.2,0.1,-15,-8
CS(=O)(=O)c1ccc2nc(NC(=O)c3cc([N+](=O)[O-])cc([N+](=O)[O-])c3)sc2c1,-6,-0.5,4,1,-0.5,-0.1,-4,2
CC12CCC(C(=O)NCc3ccccc3Cl)(C(Br)C1=O)C2(C)C (configuration not stated),.,-0.1,.,0,.,-0.1,.,3
C[C@@H]1CN([C@H](C)CO)C(=O)c2cc(NC(=O)Nc3ccc(F)cc3)ccc2O[C@H]1CN(C)S(=O)(=O)c1cccs1,0,39*,-1,18,0.2,-0.1,2,-9
COc1ccc(CNc2cccnc2Cl)cc1,-5,0.0,-1,.,-5.3,0.1,-1,-4
C=CCc1cccc(CNc2ccc(Br)cc2)c1O,-1,0.1,-3,.,2.7,0.4,-5,1
COc1ccc(S(=O)(=O)Nc2cccc3c2O[C@@H](CN(C)Cc2ccc(C(F)(F)F)cc2)[C@H](C)CN([C@@H](C)CO)C3=O)cc1,6,0.1,1,6,0.9,0.4,1,-18
CS(=O)(=O)NCCSCc1ccco1,-18,.,4,-11,0.3,.,-5,5
CCOc1ccc(NC(=O)NCCN2CCN(c3ccccc3F)CC2)cc1,-23,-0.2,-6,1,-0.2,0.1,-1,0
CCN(C[C@H]1N[C@@H](CO)[C@@H]1c1ccc(C2=CCCC2)cc1)C(=O)c1cccnc1,-34,-0.1,.,-4,-3.6,0.0,-11,10
O=C(C[C@H]1C[C@@H]2c3cc(NS(=O)(=O)c4ccccc4)ccc3O[C@@H]2[C@H](CO)O1)NCC1CC1,-8,-0.5,-2,-1,-2.0,0.2,6,3
CN(C)C(=O)[C@H]1[C@H](CO)[C@H]2Cn3c(ccc(-c4ccccc4)c3=O)[C@@H]1N2C(=O)C1CCC1,5,0.1,0,10,.,0.6,-4,9
CCC(=O)Nc1ccc2c(c1)OC[C@@H](C)N(CCC(F)(F)F)C[C@H](C)[C@H](OC)CN(C)C2=O,-3,-0.2,0,-5,.,0.4,-1,-11
O=C(Nc1ccc(Cl)cc1)N1CCOC12CCCCC2,-7,2.7,-2,.,0.2,-0.1,3,-7
Cn1c(=O)c2sccc2n2c(CCCC(=O)NCCc3ccc(S(N)(=O)=O)cc3)nnc12,-7,.,1,-3,3.0,-0.1,-5,20
Cc1ccc(S(=O)(=O)N(C)C[C@@H]2Oc3ccc(NC(=O)NC(C)C)cc3C(=O)N([C@@H](C)CO)C[C@@H]2C)cc1,-11,-0.2,0,-1,-2.1,-1.0,?,-2
COc1cccc(NC(=O)Nc2cc(C(=O)NCC3CCCO3)ccc2N2CC3CC(C2)c2cccc(=O)n2C3)c1 (configuration not stated),-10,.,5,1,-2.2,0.1,-7,-26
CC1(C(=O)NS(=O)(=O)Cc2ccccc2)CCN1C(=O)Cc1ccc(-c2ccccc2)cc1 (configuration not stated),-7,0.0,1,5,-1.6,0.0,3,29
Cc1ccc(NS(=O)(=O)c2ccc(C(=O)NCc3cccnc3)cc2)cc1,-2,0.5,4,0,1.7,0.5,8,-28
CCCc1cc(=O)oc2cc(C)cc(OCC(=O)NCc3ccccn3)c12,-7,.,-4,9,-2.7,0.1,3,22
Cc1ccc(S(=O)(=O)N2CCOCC2)cc1NC(=O)COC(=O)c1ccc(Br)cc1,-13,0.4,-3,1,-3.0,0.0,11,.
Cc1c(Cl)cccc1NC(=O)CSc1sc2c(O)cc(=O)[nH]c2c1C#N,-14,.,33,-6,3.2,0.0,-6,4
CN1C(=O)c2cc(NC(=O)C3CCOCC3)ccc2OC[C@@H]2O[C@H](CC(=O)NCC3CC3)CC[C@H]21,-2,0.0,-1,-4,0.9,0.0,-5,-3
O=C(C[C@H]1C=C[C@H](NC(=O)C2CC2)[C@@H](CO)O1)Nc1ccccc1,-9,-0.1,1,5,-0.8,0.2,-2,11
Cc1ccc(CCN2CC(C(=O)NC3CCCCC3)CC2=O)cc1 (configuration not stated),-5,.,-10,3,-1.9,0.0,1,11
C[C@H](CO)N1C[C@H](C)[C@H](CN(C)C(=O)Nc2cccc3ccccc23)OCCCC[C@H](C)Oc2ccc(NC(=O)Nc3ccc(F)cc3)cc2C1=O,-9,0.3,-1,-1,3.7,-0.1,25*,2
Cc1ccc(NC(=O)CSc2nnc(-c3cccs3)o2)cc1S(=O)(=O)N1CCCCC1,-21,-0.7,2,.,.,0.0,0,-23
Cc1nc2sc(C(c3cccs3)N3CCN(c4ccccc4)CC3)c(O)n2n1 (configuration not stated),-1,-0.5,2,-7,-4.0,0.4,-3,-7
Cc1ccc(CSc2nnc(NC(=O)Cn3cnc4ccccc4c3=O)s2)cc1,-37,.,-5,.,-0.4,-1.1,.,9
COc1cccc(N2CCN(Cc3nc4scc(-c5ccccc5)c4c(=O)[nH]3)CC2)c1,-117,1.7,-1,.,.,0.8,.,.
CN(C)C(=O)C[C@@H]1CC[C@@H]2[C@H](COC[C@H](O)CN2C(=O)C2CC2)O1,-3,-0.1,1,3,-1.8,0.2,19,-4
CC(C)(C)OC(=O)N1CCN(CCNC(=O)c2ccccc2)CC1,-7,2.3,2,2,-0.8,0.0,-6,-5
Cn1c(=O)c2c(ncn2CC(=O)NC(C)(C)C)n(C)c1=O,8,.,-2,-8,-0.2,.,2,12
COc1ccc(CC(N)c2csc(Nc3ccc(S(C)(=O)=O)cc3)n2)cc1 (configuration not stated),-3,2.4,3,-2,2.6,-0.1,8,-5
Cc1ccc2nc3c(cc(C(N)=S)c(=N)n3CCCOC(C)C)c(=O)n2c1,-226,.,11,15,4.8,.,.,.
C[C@@H]1CN([C@H](C)CO)C(=O)c2cc(C#Cc3cccc(F)c3)cnc2O[C@@H]1CN(C)CC1CC1,.,0.2,.,.,-2.2,-1.1,.,4
CCNC(=O)C[C@@H]1CC[C@@H]2[C@@H](COc3ccc(NC(=O)c4ccccc4)cc3C(=O)N2C)O1,-11,0.1,1,8,1.4,3.5,5,1
Cc1ccc(CCC(=O)Nc2ncc(Cc3cccc(Cl)c3Cl)s2)o1,-31,4.6,-6,6,.,1.1,-1,.
COc1cc(C(=O)Oc2cc(C)[nH]c(=O)c2[N+](=O)[O-])cc(OC)c1OC,-3,-0.2,-2,-10,-0.4,0.5,-1,2
Cc1cccc(NS(=O)(=O)c2cccc(C(=O)N3CCC3)c2)c1,1,.,-14,13,1.3,0.0,-7,12
OC1(c2ccccc2F)CCN(Cc2nnnn2Cc2ccc(F)cc2)CC1,-8,0.0,.,2,1.8,0.0,.,6
CCOc1ccccc1/C=N/N1CCN(Cc2ccccc2)CC1,3,.,8,2,1.0,0.1,15,-7
O=C(Cc1ccccn1)NCC[C@H]1CC[C@H](NC(=O)Nc2ccccc2)[C@H](CO)O1,-25,0.3,0,-2,1.9,0.3,1,13
COC(=O)C[C@@H]1CC[C@@H]2[C@H](COc3ccc(NC(=O)Nc4ccc(C#N)cc4)cc3C(=O)N2C)O1,-11,0.0,0,-11,1.2,0.2,-1,0
CCn1c(=NC(=O)CCS(=O)(=O)c2ccccc2)sc2cccc(OC)c21,-42,-0.6,-3,2,-1.6,0.2,-3,-61

# Exported with tabs: part of the list above
structure	RAD52 anneal inh	E-sel inducer	CASP6 VEID inh	RAD54 branch	CFTR F508del cor	XiGFP reactiv	DENV2 CPE	GSIS activator
Cc1cccc(NS(=O)(=O)c2cccc(C(=O)N3CCC3)c2)c1	1	.	-14	13	1.3	0.0	-7	12
OC1(c2ccccc2F)CCN(Cc2nnnn2Cc2ccc(F)cc2)CC1	-8	0.0	.	2	1.8	0.0	.	6
CCOc1ccccc1/C=N/N1CCN(Cc2ccccc2)CC1	3	.	8	2	1.0	0.1	15	-7
O=C(Cc1ccccn1)NCC[C@H]1CC[C@H](NC(=O)Nc2ccccc2)[C@H](CO)O1	-25	0.3	0	-2	1.9	0.3	1	13
COC(=O)C[C@@H]1CC[C@@H]2[C@H](COc3ccc(NC(=O)Nc4ccc(C#N)cc4)cc3C(=O)N2C)O1	-11	0.0	0	-11	1.2	0.2	-1	0
CCn1c(=NC(=O)CCS(=O)(=O)c2ccccc2)sc2cccc(OC)c21	-42	-0.6	-3	2	-1.6	0.2	-3	-61

# The results go on:
SMILES,RAD52 anneal inh,E-sel inducer,CASP6 VEID inh,RAD54 branch,CFTR F508del cor,XiGFP reactiv,DENV2 CPE,GSIS activator
O=C(C[C@H]1CC[C@@H]2[C@H](COC[C@@H](O)CN2CC2CCOCC2)O1)N1CCOCC1,-1,0.0,-2,-4,-1.4,0.0,12,-2
Cc1ccccc1S(=O)(=O)N1CC[C@@H]2[C@H]1c1cc(Br)ccc1N(C)[C@H]2CO,.,-0.4,.,9,0.5,0.1,66*,26
CCN(C[C@H]1N[C@@](Cc2ccccc2)(C(=O)OC)[C@H]2C(=O)N(Cc3ccccc3)C(=O)[C@@H]12)C(=O)c1ccc(F)cc1,-6,-0.8,0,0,3.7,0.9,2,-13
COCc1cn(CC[C@H]2CC[C@H](NC(=O)Nc3c(C)noc3C)[C@H](CO)O2)nn1,25,0.7,1,-29,-1.6,0.3,-1,1
Cc1cccc(-c2n[nH]c(=S)n2/N=C/c2cccs2)c1,-4,0.2,0,3,-1.7,0.0,0,.
CCOc1ccc(-c2nnc(NC(=O)Cc3cc(OC)c(OC)c(OC)c3)o2)cc1,-10,.,1,-10,-0.6,0.3,-5,6
COc1ccc(/C=N/NC(=O)c2cc[n+]([O-])cc2)cc1O,-4,.,-2,-3,-1.9,-0.1,20,0
